PMI inhibition – MPI inhibition at elevated mannose 6-phosphate – biochemical, fluorescence intensity, high mannose 6-phosphate, primary screen (AID 1220); actives 0.66% (n = 190,000); recombinant PMI enzyme, coupled fluorescence intensity; higher % means a stronger effect; inhibition, % at 20 µM; hits with a dose series show IC50 in µM
human PMI inhibition – MPI enzyme activity inhibition – biochemical, fluorescence intensity, coupled assay, primary screen (AID 1209); purified PMI enzyme, coupled fluorescence intensity; higher % means a stronger effect; inhibition, % at 20 µM, or IC50 in µM where a hit was titrated; actives 0.42% (n = 190,000);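 further: plate controls were DMSO vehicle for no effect and wells lacking substrate for full effect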
TNAP activators – human TNAP enzyme activators, primary screen, biochemical, luminescent, no phosphate acceptor, uHTS (AID 1001) | purified TNAP, luminescent activation assay, no phosphate acceptor; higher activation fold means a stronger effect | activation fold at 20 µM; hits with a dose series show EC50 in µM | actives 0.03% (n = 200,000); in the data active means activation fold from about 3, or a potency from the dose series; inactive means the rest, 99 in 100 with activation fold below about 1.6; further: many of its hits are not listed in these tables
CSM14.1 death rescue – protection against thapsigargin-triggered cell killing – 384-well, CSM14.1, ATP luminescence, primary screen (AID 1222); 190,000 tested, under 10 active; one-dose cellular ATP content (survival), % at 20 µM; EC50 in µM for titrated hits; CSM14.1 thapsigargin-induced death rescue, ATP luminescence; higher % means a stronger effect;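 active means EC50 below 50 µM in the dose-response confirmation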;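 further: death triggered by thapsigargin at about 15 µM added after 2 h compound pretreatment; cell ATP read after overnight thapsigargin exposure of roughly 18 to 22 hours; normalized against plate controls of thapsigargin alone and 5% DMSO vehicle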
West Nile virus CPE – West Nile virus antiviral activity, cell-based, CPE readout (AID 1621). West Nile virus-infected cells, CPE inhibition; higher % means a stronger effect. one-dose CPE inhibition, % at 10 µM; IC50 in µM for titrated hits. actives 0.02% (n = 290,000); in the data active means a potency from the dose series; inconclusive means CPE inhibition mostly from about 3.7% at the one dose, without a potency; inactive means the rest, 99 in 100 with CPE inhibition below about 2.2%; further: strong numbers were not always called active
PhoP inhibition – PhoP-dependent GFP reporter repression – Salmonella Typhimurium, primary screen (AID 1863) | S. Typhimurium PhoP-regulated promoter GFP reporter, 4 h; higher % means a stronger effect | inhibition, % at 50 µM, or IC50 in µM where a hit was titrated | actives 0.16% (n = 300,000);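 active means inhibition over 29.93%, a cutoff 3 SD above the screen mean, later confirmed by dose response; inconclusive means inhibition over 29.93% but no dose response follow-up; inactive means inhibition at most 29.93% or unconfirmed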;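 further: 0% = low Mg2+ inducing control and 100% = high Mg2+ repressing control; strong numbers were not always called active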
SV40 large T antigen – SV40 large T antigen inhibitors, biochemical (AID 1903); SV40 large T antigen ATPase/helicase inhibition assay; higher % means a stronger effect; actives 0.39% (n = 310,000); inhibition, % at 20 µM, or IC50 in µM where a hit was titrated; in the data active means a potency from the dose series; inconclusive means inhibition mostly from about 32% at the one dose, without a potency; inactive means the rest, 99 in 100 with inhibition below about 32%; further: strong numbers were not always called active
RSV CPE inhibition – RSV antiviral activity via CPE protection, HEp-2 cells, primary 10 µM value included (AID 2391); CPE inhibition, % at 10 µM, or IC50 in µM where a hit was titrated; HEp-2 cells, RSV-induced CPE inhibition; higher % means a stronger effect; actives 0.13% (n = 310,000); in the data active means a potency from the dose series; inconclusive means CPE inhibition mostly from about 23% at the one dose, without a potency; inactive means the rest, 99 in 100 with CPE inhibition below about 21%; further: strong numbers were not always called active
Insulin prom up – MIN6 insulin promoter up-regulation. MIN6 insulin promoter-GFP reporter, high-content imaging; stronger effect = higher value. z-score at 5 µM. actives 0.3% (n = 190,000);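 active means z-score above 3 at 5 µM with at least 500 cells counted in the well; inconclusive means wells under 500 cells, flagged as cytotoxic or low count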
Insulin prom up cell count – recorded beside Insulin prom up, whose call it bears; cell count; measured here: cytotoxicity, nuclei count;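 total cells summed across four imaged fields per well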
Numbers without * were called inactive; ? = inconclusive; . = not tested or not shown. Unless noted, no stated cut-off is given here; in the data, active means inhibition above about 50%; inactive means the rest.

SMILES	PMI inhibition	human PMI inhibition	TNAP activators	CSM14.1 death rescue	West Nile virus CPE	PhoP inhibition	SV40 large T antigen	RSV CPE inhibition	Insulin prom up	Insulin prom up cell count
CCn1c(CNc2cccc(Cl)c2)nnc1SCC(=O)OC1CCCCC1	11%	20%	1.1	-3.2%	.	-3%	3%	2.3%	.	.
O=C(COc1ccc2c3c(c(=O)oc2c1)CCCC3)N[C@@H](Cc1ccccc1)C(=O)O	.	.	.	.	-0.1%	3%	12%	0.7%	.	.
Cc1ccc(C(=O)Nc2ccc(O)cc2C(=O)O)cc1	5%	13%	1.1	-5.2%	0.3%	-7%	23%	0.1%	.	.
COCCn1c(Cc2ccccc2)nnc1SCC(=O)N1CCOCC1	3%	5%	1.1	-2.0%	-0.2%	-11%	25%	3.3%	0.7	1262
CCOC(=O)c1cc(S(=O)(=O)N2CCc3ccccc32)cn1C	.	.	.	.	-0.6%	-1%	12%	6.7%	.	.
Clc1ccccc1-c1ccc(/C=N/n2cnnc2)o1	7%	4%	1.1	7.3%	-0.3%	-7%	3%	-3.8%	0.27	1290
N#C/C(=C\c1ccc(-c2cccc(Cl)c2)o1)C(=O)Nc1cccc2cccnc12	4%	7%	1.1	2.0%	1.5%	-1%	-4%	0.6%	-0.26	840
O=c1cc(-c2cccc3ccccc23)[nH][nH]1	4%	-1%	0.3	-0.1%	0.1%	5%	26%	1.3%	.	.
Cc1cc(OCC(=O)O/N=C(\N)c2ccccc2)ccc1Br	7%	2%	1.1	-4.9%	0.5%	16%	-14%	3.5%	0.12	1309
O=c1c(C=Nc2ccc(Oc3ccccc3)cc2)c[nH]n1-c1cccc(Cl)n1	-2%	-4%	1.1	0.8%	0.5%	2%	-2%	1.6%	-0.11	1589
O=C(c1ccc(N2CCCS2(=O)=O)cc1)N1CCN(c2ccc(F)cc2)CC1	.	.	.	.	-0.3%	-2%	9%	7.4%	.	.
CCN(CC)S(=O)(=O)c1cccc(C(=O)c2c(C)cc3ccccn23)c1	-6%	6%	1	-3.3%	-2.1%	-1%	8%	.	.	.
COc1ccc(S(N)(=O)=O)cc1N(C)S(=O)(=O)c1ccccc1	4%	8%	1	2.6%	0.1%	-2%	6%	-1.0%	-0.2	1525
CC(C)S(=O)(=O)c1csc(C(=O)NN)c1Cl	.	.	.	.	2.0%	1%	14%	0.6%	0.84	1464
COc1ccc(C)cc1S(=O)(=O)N1CCN(C(=O)c2ncoc2-c2ccccc2C)CC1	.	.	.	.	-0.1%	3%	-4%	1.1%	.	.
c1ccc(CNc2ncnc3c2ncn3C2CCCCO2)cc1 (centres undefined)	8%	1%	1.1	-0.7%	0.2%	-8%	1%	2.1%	-0.15	1099
O=C(O)c1ccccc1-c1nc2cc(Cl)ccc2c(=O)n1O	14%	-3%	1.1	.	0.6%	-2%	4%	-1.7%	0.3	1353
COc1ccc(OC)c(NC(=O)c2cn(C)c(=O)c3cc(OC)c(OC)cc23)c1	4%	11%	1.1	-2.8%	.	0%	2%	1.2%	0.2	1845
O=C(CSc1nnc(-c2ccccc2O)o1)Oc1ccc(Br)cc1	-5%	2%	1	-4.7%	0.1%	-5%	17%	-1.2%	-0.94	999
O=C(O)c1ccccc1NC(=O)c1ccccc1Nc1ccccc1	.	.	.	.	0.5%	1%	1%	14%	.	.
CCC(CC)NC(=O)c1ccc2nc[nH]c2c1	6%	4%	1.2	0.2%	0.2%	-2%	18%	3.9%	0.46	816
O=C(C1CC1)N1CCC(c2nc(-c3ccc(S(=O)(=O)N4CCCC4)cc3)no2)CC1	2%	7%	1.1	-0.1%	-0.7%	-1%	5%	-0.8%	.	.
Cc1noc(C)c1COc1ccc(C(=O)OCC(=O)NCCN2C(=O)CSC2=O)cc1	0%	-2%	1.2	2.0%	0.5%	-2%	12%	0.5%	-0.37	1329
COC(=O)c1ccc(N2OC3(C)C=CC2CC3)cc1 (centres undefined)	2%	-5%	1.1	-7.3%	0.0%	-29%	6%	1.1%	-0.17	1214
C=CCn1cc(C(=O)N2CCN(C)CC2)c(=O)c2cc(S(=O)(=O)N3CCCC3)ccc21	9%	8%	1.1	-0.6%	.	7%	0%	0.6%	0.46	1051

3 compounds out of the list above, arranged by the number in SV40 large T antigen, largest number first:
canonical_smiles | SV40 large T antigen
COCCn1c(Cc2ccccc2)nnc1SCC(=O)N1CCOCC1 | 25%
CCOC(=O)c1cc(S(=O)(=O)N2CCc3ccccc32)cn1C | 12%
N#C/C(=C\c1ccc(-c2cccc(Cl)c2)o1)C(=O)Nc1cccc2cccnc12 | -4%

Later entries:
SMILES	PMI inhibition	human PMI inhibition	TNAP activators	CSM14.1 death rescue	West Nile virus CPE	PhoP inhibition	SV40 large T antigen	RSV CPE inhibition	Insulin prom up	Insulin prom up cell count
COc1ccc(-c2nc(Cc3ccc(Cl)cc3)no2)cc1OC	-8%	-6%	1.1	-3.1%	-0.2%	6%	25%	-0.3%	0.25	867
Nc1ccc(NC(=O)c2cccc(C(=O)Nc3ccc(N)cc3Cl)c2)c(Cl)c1	.	.	.	.	0.0%	1%	5%	1.1%	.	.
CCOC(=O)c1oc2ccccc2c1CSc1nnnn1-c1ccc(C)cc1	7%	12%	1.1	2.8%	0.6%	12%	0%	0.5%	-1.6	1254
C=C(C)CSc1nnc(-c2cc(OC)c(OC)c(OC)c2)n1N	-76%	-4%	1.1	-0.1%	0.7%	-10%	4%	-0.6%	.	.
CCCOC(c1ccccc1)(c1ccc(C(F)(F)F)cc1)C(Oc1nc(C)cc(C)n1)C(=O)O (centres undefined)	.	.	.	.	0.2%	-4%	6%	15%	.	.
O=C(COc1ccccc1)Nc1ccc(S(=O)(=O)N2CCCCCC2)cc1	9%	14%	1.1	-0.4%	1.0%	-1%	7%	0.6%	.	.
Cc1cccc(Oc2nc3c(c(=O)n(C)c(=O)n3C)n2C)c1	-12%	-9%	1	0.8%	0.0%	-1%	9%	3.1%	0.06	1371
COc1ccccc1NS(=O)(=O)c1ccc(OC)c([N+](=O)[O-])c1	-2%	-3%	1.1	-0.6%	-0.1%	-2%	17%	1.4%	-0.14	1480
CCCCn1c2c(c3ccccc31)CCc1nonc1-2	0%	1%	1	.	-0.5%	.	.	2.0%	.	.
COc1ccc(Cn2ccnc2SCC(=O)Nc2nnc(C)s2)cc1	.	.	.	.	-0.8%	-2%	5%	0.1%	.	.
C=CCOC(=O)CCP(=O)(CCC(=O)OCC=C)c1ccccc1	-71%	-9%	1.2	-1.9%	1.4%	-1%	18%	1.0%	-0.82	1275
N#CC1CN(Cc2ccccc2)CN(Cc2ccccc2)C1	.	.	.	.	-0.3%	-8%	7%	.	0.36	1311
COc1ccc(CCNC(=O)/C=C/c2ccco2)cc1	.	.	.	.	-0.9%	4%	16%	-0.2%	.	.
CC1(C(=O)N(c2ccccc2)C(C(=O)NC2CCCC2)c2ccccn2)CC(=O)N=C2C=CC=CN21 (centres undefined)	-8%	-4%	1.1	0.2%	0.3%	0%	17%	2.2%	1.1	1307
O=C(CSc1ccc(Cl)cc1)N1CCN(c2ccc([N+](=O)[O-])cc2Cl)CC1	1%	7%	1.1	-0.6%	-1.2%	-4%	1%	17%	-1.1	1430
CC(=O)N1N=C(N)SC1(C)C	2%	3%	1.1	-10%	0.0%	-7%	18%	3.1%	-0.11	1375
Cc1ccc(NC(=S)N/N=C/c2ccc([N+](=O)[O-])s2)cc1	-67%	-46%	0.8	2.5%	-1.7%	7%	12%	2.3%	0.41	847
CC(C)(C)NC(=O)C(c1ccc(F)cc1)N(CC1CCCO1)C(=O)c1csnn1 (centres undefined)	.	.	.	.	-0.4%	4%	-3%	1.3%	.	.
C=CCNC(=O)/C(C#N)=C/c1c(N2CCN(c3ccc(OC)cc3)CC2)nc2c(C)cccn2c1=O	.	.	.	.	-1.3%	13%	18%	3.3%	.	.
Cc1nc([N+](=O)[O-])c(Br)n1CC(=O)c1cccc([N+](=O)[O-])c1	2%	-17%	1.1	3.5%	?	-1%	6%	-0.6%	.	.
CCC1Sc2ccccc2N(CC(=O)NC2CCCC2)C1=O (centres undefined)	0%	-4%	1.1	-1.6%	-1.4%	5%	25%	-0.3%	-0.19	1180
O=C(CSc1nc2ccccc2c(=O)n1-c1ccccc1F)Nc1ccc2c(c1)CCC2	2%	5%	1.1	7.8%	?	9%	6%	7.6%	-0.54	1224
O=[N+]([O-])c1ccc(NCCN2CCOCC2)c([N+](=O)[O-])c1	.	.	.	.	-1.6%	-2%	13%	3.0%	.	.
COC(=O)c1ccc(Sc2ccccn2)c([N+](=O)[O-])c1	-2%	2%	1	1.9%	0.0%	2%	18%	1.3%	.	.
Cc1ccc(Cl)cc1N1CCN(S(=O)(=O)c2c(C)[nH]c(C)c2C(=O)N2CCCC2)CC1	.	.	.	.	-0.5%	-4%	8%	1.8%	.	.

Compounds shown so far that have bromine:
SMILES	PMI inhibition	human PMI inhibition	TNAP activators	CSM14.1 death rescue	West Nile virus CPE	PhoP inhibition	SV40 large T antigen	RSV CPE inhibition	Insulin prom up	Insulin prom up cell count
Cc1cc(OCC(=O)O/N=C(\N)c2ccccc2)ccc1Br	7%	2%	1.1	-4.9%	0.5%	16%	-14%	3.5%	0.12	1309
O=C(CSc1nnc(-c2ccccc2O)o1)Oc1ccc(Br)cc1	-5%	2%	1	-4.7%	0.1%	-5%	17%	-1.2%	-0.94	999
Cc1nc([N+](=O)[O-])c(Br)n1CC(=O)c1cccc([N+](=O)[O-])c1	2%	-17%	1.1	3.5%	?	-1%	6%	-0.6%	.	.

More results:
SMILES	PMI inhibition	human PMI inhibition	TNAP activators	CSM14.1 death rescue	West Nile virus CPE	PhoP inhibition	SV40 large T antigen	RSV CPE inhibition	Insulin prom up	Insulin prom up cell count
CC(C)c1cc(C(=O)N2CCCC(Nc3ccc(F)cc3)C2)nc(N)n1 (centres undefined)	.	.	.	.	-0.5%	-3%	9%	2.1%	.	.
CCc1nnc(NC(=O)c2oc3cc(C)c(C)cc3c2C)s1	3%	4%	1.1	0.5%	0.2%	-6%	-1%	-0.5%	0.16	1343
CCc1c(C)sc(NC(=O)c2cc(C(C)C)on2)c1C#N	10%	7%	1.1	0.6%	-0.5%	1%	11%	7.8%	-0.31	1298
C=CCOc1ccc(C(=O)Nc2ccccc2C(=O)NCc2cccnc2)cc1	.	.	.	.	-0.1%	6%	4%	-1.2%	.	.
O=C(CN1CCCC1)Nc1cc(C(F)(F)F)ccc1Cl	3%	-3%	1.1	-0.5%	-0.3%	-5%	10%	0.3%	0	1244
Cc1nnc(SCC(=O)Nc2ccc([N+](=O)[O-])cc2)n1CC1CCCO1 (centres undefined)	.	.	.	.	0.3%	2%	5%	1.0%	.	.
O=C(NCc1ccco1)c1nc(-c2ccc(F)cc2)no1	-1%	-1%	1.1	-1.0%	0.0%	5%	20%	1.5%	0.85	1621
Cc1ccc(-n2c(SCC(=O)N/N=C/c3ccccc3C(=O)O)nnc2-c2ccccc2)cc1	.	.	.	.	0.6%	-4%	6%	0.8%	.	.
O=C(O)C1CC=CCC1C(=O)Nc1ccc(N2CCN(Cc3ccccc3)CC2)cc1 (centres undefined)	19%	13%	1	0.0%	-0.7%	10%	10%	0.0%	-4.2	649

Bioassay records: PubChem BioAssay, several laboratories
